Source: PubChem (several laboratories)
eIF4E 4G PPI: eIF4E–eIF4G protein interaction inhibitors, primary screen, biochemical, uHTS, TR-FRET, eIF4GI fragment. 220,000 tested, 0.37% active. AID 782, 2007. TR-FRET eIF4E-eIF4GI(517-606) binding, 2 h. Eukaryotic translation initiation factor 4E (Mus musculus) + Eukaryotic translation …. inhibition, % at 21.7 µM;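 active = inhibition above about 30%, limit read from the data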;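 note: 0% = full FRET control wells and 100% = background wells lacking eIF4GI fragment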
hK5 inh: human KLK5 protease inhibitors, primary screen, biochemical, 1536-well | Kallikrein-5 (Homo sapiens), Q9Y337 | recombinant hK5, fluorogenic AMC substrate cleavage | inhibition, % at 5 µM | 210,000 tested, 0.59% active;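 active = inhibition of 40% or more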;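 note: 0% = enzyme controls without compound and 100% = no-enzyme blanks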
Rad51 HR inh: human RAD51 strand exchange inhibitors, primary screen, biochemical, fluorescence; DNA repair protein RAD51 homolog 1 (Homo sapiens), Q06609; hRad51 DNA strand exchange, fluorescence dequenching; inhibition, % at 10 µM; 200,000 tested, 0.085% active; AID 1385, 2008;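 active = inhibition above 40% at the single screening dose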;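 note: 0% = DMSO control wells and 100% = blanks with heterologous ssDNA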
Target sequence (Q06609 whole entry, looked up): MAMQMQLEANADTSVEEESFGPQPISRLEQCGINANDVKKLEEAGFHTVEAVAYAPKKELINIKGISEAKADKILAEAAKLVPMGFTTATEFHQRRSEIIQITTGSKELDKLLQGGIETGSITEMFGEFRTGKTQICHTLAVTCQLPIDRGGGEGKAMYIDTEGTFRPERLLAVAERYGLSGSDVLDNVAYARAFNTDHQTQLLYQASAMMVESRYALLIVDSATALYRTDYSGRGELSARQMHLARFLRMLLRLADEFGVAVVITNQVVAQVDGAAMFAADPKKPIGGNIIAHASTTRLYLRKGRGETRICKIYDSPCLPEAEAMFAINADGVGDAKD
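System: hRad51 filaments on single-stranded DNA; reagent: Fluorescein- and BHQ1-tagged 47-mer duplex; compound dosing: one concentration, 10 µM final; timing: filaments 15 min 37 °C, then compound 30 min; measured by: fluorescein emission 520 nm, excitation 485 nm; benchmarks: per-plate controls and blanks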
FXIIa inh: human FXIIa protease inhibitors, primary screen, biochemical, 1536-well; inhibition, % at 5 µM; purified FXIIa, Boc-QGR-AMC fluorogenic substrate, 2 h; 220,000 tested, 0.3% active; Coagulation factor XII (Homo sapiens), P00748; in the data active = inhibition above about 40%;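 note: 0% = enzyme with no compound and 100% = blank without enzyme; many of its hits are not listed in these tables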
Wee1 degr inh: Wee1 degradation inhibitors, primary screen, cell-based, HeLa, Wee1K328M-luciferase, luminescence | HeLa Luc-Wee1K328M stability; 100% = proteasome inhibitor MG132 effect | Wee1-like protein kinase (Homo sapiens), P30291 | 220,000 tested, 1.2% active | reporter increase, % at 5 µM | AID 1321, 2008;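 active = activation above the mean of all tested compounds plus 3 SD, set per screening run, cut at about 8.8% in these data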;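 note: cells exposed to compound for 20 h before luminescence read; 0% = DMSO alone and 100% = MG132 at 30 µM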
MDM2 E3 inh: MDM2-luciferase reporter signal enhancers, primary screen, MDM2 E3 ligase inhibitor project, cell-based, luminescence, 1536-well | cell-based MDM2 ubiquitination luciferase reporter, 2 h; 0 = plate control, 100 = twice control, blank-subtracted | AID 1230, 2008 | 210,000 tested, 0.11% active | E3 ubiquitin-protein ligase Mdm2 (Homo sapiens), Q00987 | signal enhancement, % at 5 µM;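 active = signal enhancement of 30% or more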;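 note: luminescence tracks abundance of the self-degrading MDM2-luciferase fusion protein; higher signal means inhibition of MDM2 E3 ligase activity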
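Test system: stable mammalian line carrying autodegrading MDM2–luciferase fusion reporter; quantity: 2000 cells in each well; times: 4 h cell settling then 2 h compound exposure, 37 °C; detection: luminescence with SteadyLite reagent, 15 min at room temperature; evaluation: percent signal gain over controls, blank-subtracted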
14-3-3 Bad PPI: inhibitors of 14-3-3 zeta/Bad binding, primary screen, biochemical, TR-FRET, bovine 14-3-3 zeta; 14-3-3 protein zeta/delta (Bos taurus), P63103; TR-FRET 14-3-3zeta/Dy647-pBad peptide displacement, 1 h; inhibition, % at 21.7 µM; 220,000 tested, 0.71% active; AID 781, 2007;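 active = inhibition above about 70%, limit read from the data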;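 note: 0% = full 14-3-3 plus peptide FRET controls and 100% = background without 14-3-3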
p97 inhibitor: inhibitors of human p97 ATPase, primary screen, biochemical; Transitional endoplasmic reticulum ATPase (Homo sapiens), P55072; recombinant p97 ATPase, Kinase-Glo ATP luminescence, 3 h; inhibition, % at 8 µM; 220,000 tested, 0.42% active; in the data active = inhibition above about 15%;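 note: 0% = DMSO vehicle and 100% = wells lacking enzyme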
Target sequence (P55072 whole entry, looked up): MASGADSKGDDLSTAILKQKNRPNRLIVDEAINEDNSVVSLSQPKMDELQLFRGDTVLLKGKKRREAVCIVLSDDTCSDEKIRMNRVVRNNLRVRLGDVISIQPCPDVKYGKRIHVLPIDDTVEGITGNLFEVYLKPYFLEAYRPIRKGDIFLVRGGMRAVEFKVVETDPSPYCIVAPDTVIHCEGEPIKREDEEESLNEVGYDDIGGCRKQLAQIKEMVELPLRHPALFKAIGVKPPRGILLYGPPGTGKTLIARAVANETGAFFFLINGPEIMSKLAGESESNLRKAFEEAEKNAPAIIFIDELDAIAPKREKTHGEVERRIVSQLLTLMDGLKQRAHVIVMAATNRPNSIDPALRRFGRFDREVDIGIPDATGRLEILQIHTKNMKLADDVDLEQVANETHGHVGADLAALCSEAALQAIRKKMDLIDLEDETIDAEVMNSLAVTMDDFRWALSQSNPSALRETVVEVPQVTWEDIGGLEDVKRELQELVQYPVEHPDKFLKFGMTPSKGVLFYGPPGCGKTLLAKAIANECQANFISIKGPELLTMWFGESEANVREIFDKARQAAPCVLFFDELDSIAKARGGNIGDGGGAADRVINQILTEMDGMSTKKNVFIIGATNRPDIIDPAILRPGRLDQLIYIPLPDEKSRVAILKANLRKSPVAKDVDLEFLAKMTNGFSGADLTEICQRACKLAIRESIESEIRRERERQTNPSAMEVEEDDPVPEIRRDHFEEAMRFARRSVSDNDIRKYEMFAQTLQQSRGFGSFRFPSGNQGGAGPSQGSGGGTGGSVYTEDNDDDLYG
FXIa inh: human FXIa protease inhibitors, primary screen, biochemical, 1536-well; Coagulation factor XI (Homo sapiens), P03951; purified FXIa, Boc-Glu-Ala-Arg-AMC fluorogenic substrate; inhibition, % at 5 µM; 220,000 tested, 0.14% active; AID 798, 2007;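 active = inhibition of at least 40%; inactive = inhibition below 40%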;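 note: fluorescence of freed AMC excited at 355 nm; 0% = enzyme without compound and 100% = no enzyme blank; many of its hits are not listed in these tables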
An asterisk follows results filed as active; x = no result given; [ ] = another dose, or the depositor's remark.

SMILES	eIF4E 4G PPI	hK5 inh	Rad51 HR inh	FXIIa inh	Wee1 degr inh	MDM2 E3 inh	14-3-3 Bad PPI	p97 inhibitor	FXIa inh
Cc1ccc(S(=O)(=O)N2CCC(C(=O)N[C@@H](C)C(=O)NCC3CCCO3)CC2)cc1 (stereo partly drawn)	7	-1	-2	15	-1	-7	15	6	4
COc1ccc(-c2nn(-c3ccccc3)cc2CN2CCCO2)c(F)c1	0	17	x	10	-1	-12	-2	-4	4
COc1ccc(-c2noc(CCN3C(=O)c4ccccc4C3=O)n2)cc1OC	1	-34	5	5	-2	-15	-12[fluorescence artefact?]	-1	4
N#Cc1ccccc1NC(=O)CSC1=Nc2ccccc2C2CC=NN12 (stereo not drawn)	-1	-2	-4	3	9.4*	-8	-7	9	1
CC(=O)Nc1ccc(OCC(=O)c2cc(C)ccc2C)cc1	-12[fluorescence artefact?]	-9	3	7	2	-4	2	2	2
Cc1cccc(/N=C/c2nc(-c3ccccc3Br)oc2O)n1	-2	1	3	11	-1	-14	-10	1	7
COc1ccc(C(=O)Nc2ccc(Cl)cc2C(=O)NCCO)cc1	-1	-21	5	4	-1	-13	13	2	4
Cc1ccc(NC(=S)/N=C(\N)Nc2nc(C)c3cc(C)ccc3n2)c(C)c1	26	-15	1	-1	5	0	1	0	1
CCn1c(SCC(=O)c2ccc(C)cc2)nnc1-c1ccncc1	0[fluorescence artefact?]	-4	-11	9	0	-7	8[fluorescence artefact?]	1	1
Cc1ccc(-c2nc(CN(Cc3cnn(C)c3)C(C)C)c(C)o2)o1	3	x	-8	2	-1	0	-1	5	-4
CC(=O)Nc1cccc(-c2nnc(SCC(=O)N3CCCCC3)n2C)c1	1[fluorescence artefact?]	-3	4	-1	-1	-4	11	1	-4
N=C1C(c2ccccc2)=C(O)CN1c1ccccc1	-4	-12	14	-2	7	-16	-9	2	-2
CC1(C)CC(=O)C2=C(C1)OC(N)=C(C#N)C2C#Cc1ccccc1 (stereo not drawn)	4[fluorescence artefact?]	-28	-21	17	-2	2	4	-1	6
NC(=O)CNc1n[nH]c(=S)[nH]c1=O	0	2	-25	6	0	-5	-4	-1	-4
Fc1ccc(-c2nnc3n2CCCCC3)cc1	0	6	6	8	1	-4	-5	2	5
O=C(C#Cc1ccccc1)c1ccc([N+](=O)[O-])cc1	0	-26	x	4	-1	1	-14	-2	-19
O=C1NC(=O)C(CC(=O)N(c2ccccc2)C2(C(=O)NC3CCCC3)CCCCC2)N1 (stereo not drawn)	-3	7	4	20	-1	-6	-4	-1	8
COc1ccc(/C=C/C(=O)Oc2cc(O)cc(O)c2)cc1	2	4	13	10	1	-5	1	7	-2
COc1ccc(N(CC(=O)Nc2cc(C)on2)S(=O)(=O)c2cc(C)ccc2C)cc1	3[fluorescence artefact?]	-11	2	13	1	-13	-11	2	4
CCOc1ccc2nc(Cl)c(C3CC(c4ccccc4)=NN3C(=O)c3cccs3)cc2c1 (stereo not drawn)	3	-21	1	-3	-2	1	12[fluorescence artefact?]	1	-6
CO/N=C/C=C1/N(C)c2ccccc2C1(C)C	4	-2	3	x	0	10	-9	1	-3
c1ccc(CNc2c3c(nc4ncnn24)CCCC3)nc1	-7	-24	8	13	-4	-10	1	6	-8
CC(=O)Nc1ccc(NC(=O)C(C)OC(=O)CNC(=O)c2sc3ccccc3c2Cl)cc1 (stereo not drawn)	3	-10	-7	13	-2	-7	9	3	4
Cc1ccccc1Cn1c([N+](=O)[O-])cnc1C	6	-18	-2	5	-1	-9	-4	-5	-2
O=C(CSc1nnc(Cc2cccs2)n1CCc1ccccc1)N1CCCc2ccccc21	-8	-24	0	16	-2	-14	5	-7	23
SMILES	eIF4E 4G PPI	hK5 inh	Rad51 HR inh	FXIIa inh	Wee1 degr inh	MDM2 E3 inh	14-3-3 Bad PPI	p97 inhibitor	FXIa inh
C/C(=N\NS(=O)(=O)c1ccc(C)cc1)c1ccc(Br)s1	5	-5	-4	13	-1	-34	7	1	2
Cc1nn(Cc2ccc(Cl)cc2)c(C)c1NC(=O)/C=C/c1cnn(C)c1	1[fluorescence artefact?]	10	x	12	-2	-13	-4	-4	8
C=CC[C@@H]1C=C[C@H](O/N=C/[C@@H](NS(=O)(=O)c2ccc(C)cc2)[C@H](C)/C=C/CC(=O)OC)[C@@H](CO)O1	8[fluorescence artefact?]	-9	x	11	1	x	-5	1	-2
COc1ccc(-c2c(NC(=O)c3ccco3)n(C)c3ccccc3c2=O)cc1	2	8	0	10	-3	-12	3	2	-13
O=S(=O)(c1ccc2oc3ccc(S(=O)(=O)N4CCCCC4)cc3c2c1)N1CCCCC1	7	4	-9	0	-2	18	2	7	5
CCCCn1c(=NC(=O)c2ccc3c(c2)OCO3)c(C#N)cc2c(=O)n3cccc(C)c3nc21	-21	2	-8	17	1	-23	-11	0	7
COc1ccc(CC2(CO)CCN(Cc3ccc(OC(F)(F)F)cc3)CC2)cc1	-1	x	-5	9	1	-5	-7	4	0
COC(=O)c1sc(-c2cccs2)cc1N	2	-4	x	5	-1	-11	3	1	-3
COc1cc(C(=O)O/N=C2/C=CC(=O)C(C)=C2C)cc(OC)c1OC	-2	3	x	32	0	2	0	1	-3
COc1ccc(Cl)cc1NC(=O)c1cc(-c2ccc(C)cc2O)n[nH]1	-1	1	-11	4	7	-10	-1	-3	9
COc1ccc(NC(=O)N2CCC(Cc3ccccc3)CC2)cc1	1	-4	-2	3	-3	-6	-7	2	1
COc1ccc(S(=O)(=O)N(C)c2ccc(C(=O)NC3CCCC3)cc2)cc1	4	-20	-4	1	7	-3	-11	2	-4
C=CCN1CCN(C(c2ccccc2OC)c2nnnn2C(C)(C)C)CC1 (stereo not drawn)	4	-1	-3	6	-3	0	8	5	-2
CC(C)=CCc1c(O)c(CC=C(C)C)c2c(c1O)C(=O)CC(c1ccc(O)cc1)O2 (stereo not drawn)	4	-1	-5	8	-1	-3	1	7	3
COc1ccc(C(=O)C[n+]2ccc3c(c2)nc(-c2ccc(OC)cc2OC)n3C)cc1	-6	9	6	18	-3	-3	-2	-4	14
Cn1c(SCc2ccccc2)nc(C(F)(F)F)cc1=O	8	3	-5	13	1	5	-12	8	0
CCC(C)C(=O)Nc1ccc([N+](=O)[O-])cc1OC (stereo not drawn)	16	-4	1	-1	-2	-4	10	2	-4
CCOC(=O)c1c(-c2ccccc2)oc2ccc(OCC)cc12	-2	-11	x	12	-2	-14	11[fluorescence artefact?]	2	6
Cc1cc(C(=O)N[C@H](c2ccccc2)[C@@]2(C)C[C@@H]2[C@@H](C)C(=O)Nc2ccc3ccccc3c2)n(C)n1	7	-5	0	14	3	x	4	3	2
O=C(CSc1ccc(Cl)cc1)Nc1ccccc1N1CCN(C(=O)c2ccc(Cl)cc2)CC1	-11	11	-12	17	-3	-16	5	5	19
CCC(=O)Nc1nc(C)c(C(=O)NC2CCCCC2)s1	3	-14	5	7	-2	-2	-6	-1	-2
CN(C)c1ccc(/C=N/NC(=O)COc2ccccc2)cc1	3	24	-1	11	-1	-18	-8	3	2
CCOC(=O)N1CCC(NC(=O)CSc2cc(=O)n(C)c3ccccc23)CC1	-2	-10	2	10	-1	-15	11	0	4
CC(=O)Nc1ccc(OS(=O)(=O)c2ccc(C)cc2C)cc1	3	-7	7	3	-1	5	-9	4	-6
CC1(c2ccc(Cl)cc2)NC(=O)N(CC(=O)NC(=O)NCc2ccco2)C1=O (stereo not drawn)	-2	-6	0	-7	1	4	4	1	7
SMILES	eIF4E 4G PPI	hK5 inh	Rad51 HR inh	FXIIa inh	Wee1 degr inh	MDM2 E3 inh	14-3-3 Bad PPI	p97 inhibitor	FXIa inh
O=C1C2C3C=CC(C3)C2C(=O)N1CCc1ccccc1 (stereo not drawn)	-6	0	-2	0	3	-9	-3	2	-6
CCCCOCC1CC(CC#CCN2CCCCC2)C(=O)O1 (stereo not drawn)	1	4	-2	6	-2	-1	78*	3	3
COc1ccc(CCNC(=O)c2nnn(CC(=O)Nc3ccccc3C)c2N)cc1OC	4	13	-3	10	-2	2	3	-4	-1
Cc1cc(C)n(CC(C)NCc2c(C(=O)N3CCOCC3)nc3c(C)cccn23)n1 (stereo not drawn)	-1	2	x	6	-3	-11	-8	9	3
CCOC(=O)c1c(NC(=O)c2ccoc2C)sc(C(=O)N(C)C)c1C	2	12	-6	16	-3	1	9	-1	4
CN(C)/C=N/C(=S)Nc1ccc(F)cc1	2	-33	-3	-4	3	9	1	6	-14
Cc1cc(N2CCCC2)nc2ccc(NC(=S)NCCCOC(C)C)cc12	0	-7	4	8	4	-6	-23	-1	-2
CC(=O)Nc1cccc(Oc2ccc3c(c2)C(=O)N(CCC(=O)O)C3=O)c1	3	2	2	26	0	-12	15	1	18
Cc1cccc(NC(=O)N2CCC(c3nc4ccccc4o3)CC2)c1	-14	-14	0	13	-1	-5	6	3	-4
CC(C)(C)NS(=O)(=O)CC12CCC(CC1=O)C2(C)C (stereo not drawn)	1	-11	-2	11	0	9	-9	0	5
COc1ccc2cc(CN(Cc3cccnc3)Cc3nnnn3Cc3ccccc3)c(=O)[nH]c2c1	12	-6	-4	9	-3	-2	-7	5	10
Cc1ccc(SCCC(=O)N/N=C/c2ccccc2O)cc1	4[fluorescence artefact?]	-27	12	15	-3	-7	9	2	6
COc1ccc(NC(=O)Cc2c(F)cccc2Cl)c(OC)c1	1[fluorescence artefact?]	-9	-1	10	-1	-8	14[fluorescence artefact?]	-3	11
CCOc1ccc(N(CC(N)=O)S(=O)(=O)c2ccc(F)cc2)cc1	10	-11	x	-4	0	-10	2	2	-1
CCC(=O)N=C1SC2CS(=O)(=O)CC2N1c1cccc(OC)c1 (stereo not drawn)	2	24	6	11	0	-72	12	-1	5
O=S(=O)(NCCSc1nc2ccccc2o1)c1ccccc1	-1	4	x	12	-1	-12	7	-2	6
COC(=O)C1=C(C)Nc2nc(SCc3ccccc3)[nH]c(=O)c2C1c1cccs1 (stereo not drawn)	5[fluorescence artefact?]	-8	x	3	0	x	6	0	-3
Cc1ccccc1-n1nc(CSc2nc3ccccc3[nH]2)c(-c2ccccc2)c1N	1	-6	-4	14	0	-1	-5	2	1
Cn1c(CNc2ccc(Cl)cc2)nnc1SCCN1CCCCC1	-5[fluorescence artefact?]	-6	x	9	-1	6	-2	-3	5

2 of the compounds above, with two lines to a compound:
Values run as follows: eIF4E 4G PPI	hK5 inh	Rad51 HR inh	FXIIa inh	Wee1 degr inh	MDM2 E3 inh	14-3-3 Bad PPI	p97 inhibitor	FXIa inh
> CCOC(=O)c1c(NC(=O)c2ccoc2C)sc(C(=O)N(C)C)c1C
    2	12	-6	16	-3	1	9	-1	4
> Cc1cc(C)n(CC(C)NCc2c(C(=O)N3CCOCC3)nc3c(C)cccn23)n1 (stereo not drawn)
    -1	2	x	6	-3	-11	-8	9	3
